# Compound activity as filed in PubChem.
# All columns: NCI-60 one-dose screen, growth in % after 48 h at 10 µM unless noted; 100 = growth as untreated, 0 = no growth, -100 = all killed.
# MALME-3M – MALME-3M melanoma. actives 5.8% (n = 78,000). AID 1794766
# UACC-257 – UACC-257 melanoma. actives 4.4% (n = 78,000)
# SK-MEL-28 – SK-MEL-28 melanoma | actives 4.1% (n = 81,000) | AID 1794761
# SK-MEL-2 – SK-MEL-2 melanoma; actives 4.7% (n = 77,000); AID 1794763
# MDA-MB-435 – MDA-MB-435 melanoma; actives 7.8% (n = 82,000); AID 1794794
# M14 – M14 melanoma | actives 6.2% (n = 80,000) | AID 1794745
# SK-MEL-5 – SK-MEL-5 melanoma; actives 6.4% (n = 80,000); AID 1794755
# UACC-62 – UACC-62 melanoma; actives 5.4% (n = 81,000)
# The depositor's hits bear a star; x = no result given; & = joins results of further samples. The calls were made as follows: active = growth percent below 10; inactive = the rest.
# Values in the order – MALME-3M	UACC-257	SK-MEL-28	SK-MEL-2	MDA-MB-435	M14	SK-MEL-5	UACC-62
COCOc1ccc(/C=C/C(=O)NC(Cc2ccccc2)C(O)C(=O)NCc2ccccc2)cc1OCOC (centres undefined)
→ 102	100	109	109	99	104	94	89
Nc1cc(-c2ccccc2)ccc1O
→ 121	120	93	120	111	103	118	88
CCCCNC(=O)c1ccc(C(C)C)cc1
→ 106	80	113	99	107	96	103	x
Cc1c(C)c(O)c2c(c1O)C(=O)c1ccccc1C2=O
→ 101	119	111	117	99	100	95	102
Cc1ccc(C(=O)Nc2cccc(C(F)(F)F)c2)cc1Nc1nc(-c2cnccn2)nc2c1cnn2C
→ -15*	26	16	-4.4*	36	16	58	18
Nc1c2c(nc3ccc(Cl)cc13)CC(c1ccc(F)cc1)CC2=O (centres undefined)
→ 102	105	100	113	96	104	98	96
CCC(C)=NCCO
→ 118	100	125	111	108	108	114	106
CN1CCN(CCCCOc2ccc3c(c2)CCCC(=O)N3)CC1
→ 96	116	115	109	109	101	103	96
COc1ccc(-c2nc(SCC(=O)N3CCN(c4cc5c(cc4F)c(=O)c(C(=O)O)cn5C4CC4)CC3)nc(Cl)c2C#N)cc1
→ 107	96	104	110	103	101	100	94
C=CCOC(=O)C1=C(C)NC2=C(C(=O)CCC2)C1c1ccccc1 (centres undefined)
→ 105	91	111	98	106	104	103	86
CS(=O)(=O)c1ccc(-c2nc3ccccc3n2CC(=O)N/N=C/c2ccc(F)cc2)cc1
→ 110	103	105	106	100	106	98	88
Clc1ccc(C2=Nn3c(N/N=C/c4ccc(-c5ccccc5)cc4)nnc3SC2)cc1
→ 114	100	114	94	100	108	100	92
Cc1sc2ccc3ccccc3c2[n+]1C
→ 122	91	123	74	112	109	103	100
Cc1cc(O)c(C2=NN(c3ccc(S(N)(=O)=O)cc3)C(c3ccccc3O)C2)cc1Cl (centres undefined)
→ 22	67	54	17	10	-69*	37	21
CN(C)c1ccc(/C=C/C(=O)O)cc1
→ 102&104	94&111	107&114	114&108	109&101	101&94	103&98	97&102
COc1cc(C(N)=O)cc(OC)c1OC
→ 110	102	116	114	116	107	106	94
COc1ccc2c(c1)sc1nc(-c3ccccc3)c(-c3cnccn3)n12
→ x	100	109	122	106	103	106	110
O=C(/C=C/c1ccc(Oc2ccc(Br)cc2)cc1)c1ccc(Cl)cc1
→ 95	91	110	98	92	90	101	91
O=C1/C(=C\c2cn(C(=O)c3ccc(Cl)cc3)c3ccccc23)c2ccccc2N1c1c(Cl)cccc1Cl
→ 106	123	113	103	116	104	107	95
Cc1cc(=O)oc2cc(OCCOc3ccc(/C=C/C(=O)Nc4ccc([N+](=O)[O-])cc4)cc3)ccc12
→ 94	103	99	100	98	98	102	94
CN1C(=O)CNC(=O)[C@H](NC(=O)Cc2nc3ccccc3cc2O)CSSC[C@H]1C(=O)NCCCCc1nc2ccccc2cc1O
→ 126	98	105	97	110	102	96	105
COc1ccc(C2=CC(c3ccc(C)cc3Br)N3C(C)=CSC3=N2)cc1OC (centres undefined)
→ 102	95	105	99	105	101	102	105
CC(=O)O[C@H]1C[C@@]2(C)[C@@H](C[C@@H](O)[C@H]3[C@@]4(C)CC[C@H](O)[C@@H](C)[C@@H]4CC[C@@]32C)/C1=C(\CCC(Br)C(C)(C)[n+]1ccccc1)C(=O)O (some centres undefined)
→ 106	119	113	105	109	100	99	97
O=C(O)CCCCC1CCSS1 (centres undefined)
→ 103	100	118	100	98	103	x	102
Cc1ccc(CC(CC(=O)O)C(=O)O)cc1 (centres undefined)
→ 99	91	107	110	100	90	104	103
Cc1nc2sc3c(=O)[nH]c(-c4ccccc4Cl)nc3c2c(C)c1Br
→ 106	x	115	102	107	95	103	102
CC(=O)C1=C(O)C=C2Oc3c(C(=O)/C=C/c4cc(Cl)cc(Cl)c4)c(O)c(C)c(O)c3[C@]2(C)C1=O
→ -62*	-20*	-36*	-63*	-42*	-33*	-89*	-71*
CCCCC(C(=O)OC)C(=O)OC
→ 99	89	107	114	100	97	105	102
c1ccc(Sc2nnc(-c3ccccc3)o2)cc1
→ 102	x	112	93	99	103	100	92
c1ccc2cc(C[n+]3ccn(CCCCCCCCCCn4cc[n+](Cc5ccc6ccccc6c5)c4)c3)ccc2c1
→ -20*	-14*	21	-39*	18	32	-56*	17
Cc1ccc(-c2cc(O)c(C(=O)Nc3ccccc3)s2)cc1
→ 72	95	80	116	91	101	75	52
N#C/C(=C\c1ccc(-c2ccccc2F)o1)c1nc(-c2cccs2)cs1
→ 101	109	109	109	107	103	98	89
Cc1ccc(-c2cc(-c3ccccn3)n(C=O)n2)cc1
→ 119	97	118	126	90	102	105	109
CCOc1ccccc1NC(C)=O
→ 117	108	104	115	119	x	107	100
O=C(O)C(=S)Cc1ccco1
→ 90	104	103	107	99	108	113	100
NC(=S)N/N=C(/CCN1CCCC1)CC(C1=C(O)C2=CCCCC2OC1=O)c1ccccc1 (centres undefined)
→ 73	73	100	93	91	79	98	97
COC(=O)/C(CCC=C(C)C)=C1\[C@@H](OC(C)=O)C[C@@]2(C)[C@H]1CC(=O)N[C@H]1[C@@]3(C)CCNC(=O)[C@@H](C)[C@@H]3CC[C@@]12C
→ 101	104	106	106	105	99	95	96
Cc1ccc2nc3[nH]c(=O)sc3cc2c1
→ 103	99	101	x	96	108	x	97
O=C(Nc1cccc2c1C(=O)c1cccc(NC(=O)c3ccc(C(=O)Nc4cccc5c4C(=O)c4cccc(NC(=O)c6ccccc6)c4C5=O)cc3)c1C2=O)c1ccccc1
→ 101	95	103	73	112	113	105	89
C=C1C(=O)O[C@H]2[C@H]1CC/C(COC(=O)CSSCC(=O)OC/C1=C/CC[C@@]3(C)O[C@H]3[C@H]3OC(=O)C(=C)[C@@H]3CC1)=C\CC[C@@]1(C)O[C@@H]21
→ 86	85	93	103	83	78	96	85
CS(=O)(=O)c1ccc2c(c1)c1c(n2Cc2ccc(Cl)cc2)CCCC1
→ 74	92	87	x	31	76	82	43
CCOC(=O)c1[nH]c(C)c([N+](=O)[O-])c1C
→ 105	98	100	90	99	98	98	99
C[N+]1(CC[N+]2(C)CCOCC2)CCCCC1
→ 109	103	109	105	111	98	101	100
CS(=O)(=O)Nc1ccccc1
→ 99	92	113	96	99	96	105	98
Nc1[nH]nc2c1-c1nc3ccccc3n1C1(CCCc3ccccc31)N2 (centres undefined)
→ 99	105	116	96	99	109	94	85

# 5 records picked at random from those above, as already listed:
# Values in the order – MALME-3M	UACC-257	SK-MEL-28	SK-MEL-2	MDA-MB-435	M14	SK-MEL-5	UACC-62
Nc1[nH]nc2c1-c1nc3ccccc3n1C1(CCCc3ccccc31)N2 (centres undefined)
→ 99	105	116	96	99	109	94	85
O=C(Nc1cccc2c1C(=O)c1cccc(NC(=O)c3ccc(C(=O)Nc4cccc5c4C(=O)c4cccc(NC(=O)c6ccccc6)c4C5=O)cc3)c1C2=O)c1ccccc1
→ 101	95	103	73	112	113	105	89
C=C1C(=O)O[C@H]2[C@H]1CC/C(COC(=O)CSSCC(=O)OC/C1=C/CC[C@@]3(C)O[C@H]3[C@H]3OC(=O)C(=C)[C@@H]3CC1)=C\CC[C@@]1(C)O[C@@H]21
→ 86	85	93	103	83	78	96	85
Cc1ccc2nc3[nH]c(=O)sc3cc2c1
→ 103	99	101	x	96	108	x	97
COC(=O)/C(CCC=C(C)C)=C1\[C@@H](OC(C)=O)C[C@@]2(C)[C@H]1CC(=O)N[C@H]1[C@@]3(C)CCNC(=O)[C@@H](C)[C@@H]3CC[C@@]12C
→ 101	104	106	106	105	99	95	96

# (continued)
# Values in the order – MALME-3M	UACC-257	SK-MEL-28	SK-MEL-2	MDA-MB-435	M14	SK-MEL-5	UACC-62
COC1=C(Br)C(=O)c2ncccc2C1=O
→ 130	97	115	99	114	103	102	92
O=C(NNc1ccccc1)C(=O)NNc1ccccc1
→ 63	57	87	39	43	65	99	19
CS(=O)(=O)c1ccc2c(c1)c1c(n2S(=O)(=O)c2ccc(Cl)cc2)CCCC1=O
→ 99	99	100	x	103	86	99	91
Cc1ccc(Nc2ccc(Nc3c(Br)cc(C)cc3Br)c3c2C(=O)c2ccccc2C3=O)c(Br)c1
→ 107	101	100	108	115	95	93	94
S=C(SCc1ccc(Cl)cc1)N1CCN(C(=S)SCc2ccc(Cl)cc2)CC1
→ 93	105	107	108	89	92	95	95
CCOC(=O)NCCCCNC(=O)OCC
→ 106	91	106	103	103	104	107	103
O=c1[nH]c2ccccc2c2cc3ccccc3cc12
→ 99	113	112	120	108	97	103	x
O=C(/C=C/c1cn(-c2ccccc2)nc1-c1ccc(O)cc1)c1ccc(O)cc1
→ 99	100	97	101	93	98	103	91
Cc1cccc(/C=C2\Oc3cc(C)c(Cl)c(C)c3C2=O)c1
→ 79	93	109	104	97	82	90	77
Clc1ccccc1C(Sc1nc2ccccc2s1)Sc1nc2ccccc2s1
→ 94	112	103	106	103	95	90	91
CC/C(Cc1ccc(O)cc1)=N\N=C(N)N
→ 116	92	115	108	110	101	115	100
C=C(Br)COc1ccc2c(C)cc(=O)oc2c1
→ 107	105	116	101	99	112	90	70
CC1=C(SCCC(=O)OC(C[Se]c2ccccc2)C(=O)NC(C)(C)C)C(=O)c2ccccc2C1=O (centres undefined)
→ 83	99	128	122	116	101	59	99
CCn1c(Cn2nc(Cc3ccc([N+](=O)[O-])cc3)c3onc(C)c3c2=O)n[nH]c1=S
→ 108	101	106	102	98	99	x	99
COc1ccc(C2=NOC(CC(=O)N3CCOCC3)C2)cc1OC1CCCC1 (centres undefined)
→ 108	93	112	103	103	103	97	93
Cc1ccc(/C=C(\C#N)c2cc3ccccc3[nH]2)cc1
→ 68	72	72	49	-5.1*	31	52	23
c1ccc2c[n+](CC[n+]3ccc4ccccc4c3)ccc2c1
→ 88	115	102	103	101	91	101	95
Nc1c(Br)cc(Br)c(C(=O)O)c1Br
→ 107	99	112	x	101	112	107	107
CN(C)c1ccc2cc(S(=O)(=O)O)cc(O)c2c1
→ 100	221	119	x	102	86	113	99
O=C(CN1CCN(c2cc3c(cc2F)c(=O)c(C(=O)N/N=C/c2ccccc2O)cn3C2CC2)CC1)N/N=C\c1ccccc1O
→ 22	20	21	33	18	-28*	-48*	0.1*
Cn1c(=O)[nH]c(=O)c2nc(/C=C(\O)c3cc4ccccc4s3)c(=O)[nH]c21
→ 97	100	101	102	102	105	99	97
CCC(=O)Nc1ccccc1C#C/C=C\C#Cc1ccccc1SC
→ 77	x	81	28	-17*	60	24	40
CCCO[C@@]12Oc3cc(OC)cc(OC)c3[C@]1(O)[C@@H](O)C[C@H]2c1ccccc1
→ 102	92	104	106	103	100	95	89
Cc1c(C(=O)NCCc2ccc(N(C)C)cc2)nn(-c2ccc(Cl)cc2)c1-c1ccc(Cl)cc1
→ 87	70	76	72	86	76	69	52
Cc1ccc(C2=N[C@H]3CCC[C@@H]3N(c3ccccc3)C(C(Cl)Cl)=N2)cc1
→ 95	110	101	97	103	92	104	105
N/C(=N\O)c1ccc2oc(/C=C/c3cc4cc(/C(N)=N\O)ccc4o3)cc2c1
→ 101	88	104	x	96	106	98	103
NC(=NCCCOc1ccc(F)cc1)Nc1ccc(I)cc1
→ 75	56	88	84	64	60	38	83
CCCCCCCCCCCCCCCCCCOP(=O)(O)OCCCCCCCCCCCCCCCCCC
→ x	102	108	111	101	98	96	105
COc1ccc2nc(Cl)c(-c3cc(-c4ccccc4)nc(=S)[nH]3)cc2c1
→ 45	38	50	9.3*	-28*	16	6.5*	23
O=C(N/N=C/c1cccs1)c1[nH]c2ccc(Br)cc2c1-c1ccccc1
→ 58	61	61	20	-26*	1.8*	-37*	43
CC(=O)NC(N)=O
→ x	99	110	100	96	102	101	107
O=C1C[C@@H](c2ccccc2)Oc2c(Cc3ccccc3O)c(O)c(Cc3cc(Cc4cc(Cc5ccccc5O)ccc4O)ccc3O)c(O)c21
→ 95	x	114	110	94	89	99	73
Nc1nc(-c2cscc2Br)nn1-c1nc2ccccc2s1
→ 94	94	104	108	90	96	93	96
O=C(NNc1ccccc1)NC(Cc1ccccc1)C(=O)O (centres undefined)
→ x	100	118	103	104	104	115	99
O=C(c1ccc(O)c(C(=O)N2Cc3ccc(OCCC[P+](c4ccccc4)(c4ccccc4)c4ccccc4)cc3C2)c1)N1Cc2cccc(F)c2C1
→ 73	48	58	65	57	95	29	45
Cc1ccc(S(=O)(=O)N/N=C/c2cn(-c3ccccc3)nc2-c2ccc(S(C)(=O)=O)cc2)cc1
→ 85	92	101	95	94	x	104	86
CCCCCCNC(=O)Oc1ccc(/C(=C(/C)c2ccccc2)c2ccc(OCCN(C)C)cc2)cc1
→ 38	-56*	55	x	53	-36*	78	53
COC(=O)c1nc(N)nc(C(=O)OC)c1C(=O)c1cccnc1
→ 100	108	104	106	104	108	105	102
Cc1nn(-c2ccccc2)c2c1C(c1ccccc1)CC(=O)N2 (centres undefined)
→ 112	85	107	103	88	111	100	102
CCCCCC(=O)N1CCCC1
→ 138	70	108	106	117	109	109	103
C[C@@H]1O[C@H](/C=C\c2ccccc2)[C@@H](O)[C@H]1O
→ 93	102	108	97	106	103	100	100
CCCCCC(=O)Oc1ccc(/C(=C(\C)c2ccccc2)c2ccc(OCCN(CC)CC)cc2)cc1
→ 65	7.0*	53	88	70	9.0*	54	57
CC1(C)C2CC=C(C3OC45CCCCC4C(C#N)(C(=N)O5)C3(C#N)C#N)C1C2 (centres undefined)
→ 103	90	112	95	96	98	101	98
N#Cc1c2c([nH]c(=O)c1C(N)=O)CCCCC2
→ 90	97	106	99	108	96	96	88
C1CCCCCc2c(-c3noc4c3CCCCCCCCCC4)noc2CCCC1
→ 91	113	104	98	109	96	98	79
CC(C)N(Cc1ccccc1)CC(O)c1ccc(Cl)cc1 (centres undefined)
→ 105	x	101	101	91	91	102	78
